Screening results deposited in PubChem BioAssay by National Center for Advancing Translational Sciences (NCATS).
Vif-A3G inh: qHTS for Inhibitors of Vif-A3G Interactions: qHTS; Potency, µM (highest dose often 46.1 µM), without a hit: top-dose activity, negative = active, actives largely listed as inhibitors; HeLa A3G-eYFP + Vif (tagged APOBEC3G with the HIV-1 protein that degrades it), YFP fluorescence, overnight; 410,000 tested, 0.076% active; DNA dC->dU-editing enzyme APOBEC-3G (Homo sapiens), Q9HC16;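 note: potency is the fitted concentration of half-maximal effect; % is set by controls: 0 for no effect and ±100 for the full control effect; nearly all actives have a fitted effect of over 60% in size; hits raise eYFP signal because A3G escapes Vif-driven loss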
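Read-out is eYFP fluorescence (Ex 488/Em 500-530) from Vif-expressing HeLa A3G-eYFP cells; more signal means A3G escaped Vif-mediated degradation. Cells plated overnight, compound pinned in, incubated overnight at 37 deg C.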
LDHA inh: qHTS assay for inhibitors of human lactate dehydrogenase; activity change, % (values are at about 110 or 230 µM); AID 1347041, 2019; purified LDHA, NADH/diaphorase-resazurin fluorescence; hits give low values; L-lactate dehydrogenase A chain (Homo sapiens), P00338; 480,000 tested, 0.15% active; in the data active = activity change below about -30%; inconclusive = mostly about -25% to -30%;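 note: plate controls were DMSO wells for no effect and wells without enzyme for full effect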
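Human LDH5 (2 nM) was incubated with 0.06 mM NADH and 0.2 mM pyruvate for 5 min at room temperature in Tris pH 7.4. Remaining NADH was coupled through diaphorase/resazurin, and resorufin fluorescence was read at 0 and 20 min.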
RGS4 inhibitor: Inhibitors of Regulator of G Protein Signaling (RGS) 4: qHTS. 390,000 tested, 0.039% active. Transcreener GDP fluorescence polarization, RGS4-accelerated GTP hydrolysis. Potency, µM (top dose mostly 114 µM), inactives show top-dose activity change, negative = inhibition, actives largely listed as inhibitors. Regulator of G-protein signaling 4 (Homo sapiens), P49798. AID 504845, 2011; note: potency is the fitted concentration of half-maximal effect; % is set by controls: 0 for no effect and ±100 for the full control effect; nearly all actives have a fitted effect of over 75% in size; some results filed as inactive show a strong effect at the top dose
Target sequence (P49798 whole entry, looked up): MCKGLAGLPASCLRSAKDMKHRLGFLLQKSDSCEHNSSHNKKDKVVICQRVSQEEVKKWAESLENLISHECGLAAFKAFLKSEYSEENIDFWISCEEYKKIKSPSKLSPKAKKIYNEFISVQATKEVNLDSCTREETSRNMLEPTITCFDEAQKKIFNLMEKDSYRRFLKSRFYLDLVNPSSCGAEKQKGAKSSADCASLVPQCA
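MLSMR compounds (23 nl, pin-transferred) preincubated 10 min at room temperature with a 500nM (2x) first reagent, then RGS4 at 900nM (2x) plus Transcreener GDP mix added; fluorescence polarization (620/688 nm) read before and after 90 min at 30 °C.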
IDH1 R132H inh: qHTS for Inhibitors of mutant isocitrate dehydrogenase 1 (IDH1): qHTS. Isocitrate dehydrogenase [NADP] cytoplasmic (Homo sapiens), O75874. IDH1-R132H enzyme, NADPH consumption, diaphorase/resazurin fluorescence. Potency, µM (highest dose often 76.6 µM), inactives show at the highest dose activity change, negative = inhibition, hits mostly inhibitors. 390,000 tested, 0.093% active; note: potency is the fitted concentration of half-maximal effect; % is set by controls: 0 for no effect and ±100 for the full control effect; nearly all actives have a fitted effect of over 65% in size
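IDH1-R132H (0.5 ug/mL) preincubated 30 min with compound, then NADPH (0.016 mM) and alpha-KG (2 mM) added; 80 min at RT, pH 7.5. Remaining NADPH coupled via diaphorase/resazurin to fluorescence (540/590 nm); concentration-response curves normalized to no-enzyme control.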
rTrxR1 inhibitor: qHTS Assay for Inhibitors of Mammalian Selenoprotein Thioredoxin Reductase 1 (TrxR1): qHTS. Thioredoxin reductase 1, cytoplasmic (Rattus norvegicus), O89049. recombinant rTrxR1, NADPH fluorescence consumption, selenite substrate. Potency, µM (highest dose often 114 µM), without a hit: at the top dose activity change, negative = inhibition, actives largely listed as inhibitors. 390,000 tested, 1% active. AID 588453, 2011; note: potency is the fitted concentration of half-maximal effect; % is set by controls: 0 for no effect and ±100 for the full control effect; nearly all actives have a fitted effect of over 65% in size
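Rat TrxR1 (90 nM in the dispensed reagent) was pre-reduced with 400 uM NADPH for 5 min at room temperature, then incubated with compound for 15 min. After 400 uM selenite was added, NADPH fluorescence (Ex 340/Em 450 nm) was followed for 8 min.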
TrxR1 substrate: qHTS Assay for Substrates of Mammalian Selenoprotein Thioredoxin Reductase 1 (TrxR1): qHTS | 390,000 tested, 0.01% active | Potency, µM (top dose mostly 114 µM), without a hit: at the highest dose activity change, negative = substrate turnover | AID 588456, 2011 | purified TrxR1 substrate turnover, NADPH consumption readout | Thioredoxin reductase 1, cytoplasmic (Rattus norvegicus), O89049; note: potency is the fitted concentration of half-maximal effect; % is set by controls: 0 for no effect and ±100 for the full control effect; nearly all actives have a fitted effect of over 50% in size
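Rat TrxR1, dispensed at 90 nM, was prereduced with 400 uM NADPH (final) for 5 min at ~22 deg C, then incubated with compound 15 min before 400 uM selenite. A first-read NADPH fluorescence drop versus no-compound background flagged substrates.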
Glioma ERSR ind: qHTS for Inducers of the Endoplasmic Reticulum Stress Response (ERSR) in Human Glioma: qHTS; U87-MG GRP78 promoter luciferase reporter, 16 h; Potency, µM, for the others: at the top dose activation, actives largely listed as activators; AID 602332, 2012; 420,000 tested, 0.02% active; note: potency is the fitted concentration of half-maximal effect; series mostly up to about 76 µM; % of control where 0% means no effect; nearly all actives have a fitted effect of over 35% in size
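Stably transfected U87-MG human glioma cells carrying a GRP78-based luminescent sensor were seeded at 1000 cells/well, pin-dosed with compounds and incubated 16 h. Luciferase reagent was then added, and end-point luminescence was read after 10 min at room temperature.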
USP1 inh: Inhibitors of USP1/UAF1: Primary Screen | recombinant USP1/UAF1, Ub-Rhodamine cleavage fluorescence | Potency, µM (series often up to 57.1 µM), for inactives: at the highest dose activity change, negative = inhibition, hits mostly inhibitors | 390,000 tested, 0.23% active | AID 743255, 2014; note: potency is the fitted concentration of half-maximal effect; % is set by controls: 0 for no effect and ±100 for the full control effect; nearly all actives have a fitted effect of over 60% in size; inactives centre near -12
Target sequence (O94782 whole entry, looked up): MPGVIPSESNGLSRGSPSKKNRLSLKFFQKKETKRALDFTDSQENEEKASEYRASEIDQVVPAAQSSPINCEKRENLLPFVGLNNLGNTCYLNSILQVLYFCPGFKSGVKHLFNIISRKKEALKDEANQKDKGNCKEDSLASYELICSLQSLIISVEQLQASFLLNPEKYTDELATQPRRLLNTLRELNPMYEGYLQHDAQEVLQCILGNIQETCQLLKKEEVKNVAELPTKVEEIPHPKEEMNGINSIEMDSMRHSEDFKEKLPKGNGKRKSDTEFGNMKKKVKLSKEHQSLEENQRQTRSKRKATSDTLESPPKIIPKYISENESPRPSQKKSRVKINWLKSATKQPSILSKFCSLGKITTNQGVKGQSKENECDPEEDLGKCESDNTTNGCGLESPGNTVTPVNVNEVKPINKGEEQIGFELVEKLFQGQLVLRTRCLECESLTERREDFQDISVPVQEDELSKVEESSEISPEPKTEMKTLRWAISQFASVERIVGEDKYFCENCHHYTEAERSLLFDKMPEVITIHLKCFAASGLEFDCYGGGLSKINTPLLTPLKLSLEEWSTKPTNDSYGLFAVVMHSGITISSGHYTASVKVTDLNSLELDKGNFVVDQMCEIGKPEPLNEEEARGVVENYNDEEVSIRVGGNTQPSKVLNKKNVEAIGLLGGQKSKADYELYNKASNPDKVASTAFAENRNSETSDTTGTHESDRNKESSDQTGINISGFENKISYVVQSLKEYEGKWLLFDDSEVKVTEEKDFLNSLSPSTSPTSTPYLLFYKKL
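USP1/UAF1 complex (1 nM) preincubated 15 min at room temperature with compound, then Ub-Rho substrate (150 nM final) added. Kinetic fluorescence at 480/540 nm over 6 reads at 60 s intervals; 50 mM HEPES pH 7.8, 0.5 mM EDTA, 0.1 mg/ml BSA, 1 mM TCEP, 0.01% Tween-20.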
Vif-APOBEC3F blk: qHTS for Inhibitors of Vif-A3F Interactions: qHTS. HeLa A3F-eYFP + Vif (tagged APOBEC3F with the HIV-1 protein that degrades it), YFP fluorescence increase. Potency, µM (top dose mostly 46.1 µM), for the others: top-dose activity, negative = active. 390,000 tested, 0.2% active; note: potency is the fitted concentration of half-maximal effect; % of control where 0% means no effect; nearly all actives have a fitted effect of over 65% in size
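HeLa cells stably expressing Vif plus C-terminally eYFP-tagged A3F were seeded, incubated overnight at 37 deg C, dosed with compound, incubated overnight again at 37 deg C. Yellow fluorescence (Ex 488/Em 500-530) reported blocked Vif-mediated A3F-eYFP degradation.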
An asterisk follows results filed as active; ? = inconclusive; . = no result given; [ ] = remark or other dose. Unless noted, calls come from the whole dose curve; as a rule, active = well fitted curve in the direction sought with a large enough effect; inconclusive = small, poorly fitted or top-dose-only effect, or another doubt; inactive = no such curve, though single readings can be large; an effect the other way counts as inactive or inconclusive. Not all compounds are listed; rates above refer to the full screens.

SMILES	Vif-A3G inh	LDHA inh	RGS4 inhibitor	IDH1 R132H inh	rTrxR1 inhibitor	TrxR1 substrate	Glioma ERSR ind	USP1 inh	Vif-APOBEC3F blk
O=C(O)c1cnc(-c2ccccc2)nc1Oc1ccccc1	0%	-5	-1%	-9%	22%	0%	-4%	-7%	5%
CC(=O)Nc1ccc(NC(=O)COC(=O)c2ccc(Cl)nc2)cc1	1%	-4	-10%	-3%	1%	0%	-4%	-16%	9%
CCc1ccccc1NC(=O)CN1C(=O)c2cccnc2Sc2ccccc21	-4%	-1	27%	40%[activator]	-1%[57.1 µM]	-3%[57.1 µM]	-4%	11%	0%
O=S(=O)(c1cc(C(F)(F)F)ccc1Cl)N1CCN(c2ccccn2)CC1	0%	-1	17%	2%	-12%	-6%	-2%	?	8%
CC1=C(C(=O)OCC2CCCO2)C(c2ccc(F)cc2)NC(=O)N1 (stereo not given)	-6%	-7	12%	-14%	12%	-4%	-2%	-19%	3%
C/C(=N\NC(=O)c1ccc(NS(=O)(=O)c2cccs2)cc1)c1ccc(O)cc1O	-4%	-1	-11%	-5%	7%	-3%	3%	-13%	11%
Cc1csc(CNc2ncnc3ccc(-c4ccc5c(c4)OCCO5)cc23)c1	-6%	-6	19%	.	4%	20%	1%	.	6%
CCOc1cc(S(=O)(=O)N2CCOCC2)ccc1F	1%	-1	-26%	2%	13%[57.1 µM]	7%[57.1 µM]	-6%	0%	-4%
CCOC(=O)N1CCN(C(=O)CSc2ccc3nnc(-c4ccncc4)n3n2)CC1	-2%	4	-14%	18%	22%[57.1 µM]	8%[57.1 µM]	-2%	-16%	10%
COc1ccc(S(=O)(=O)N(c2onc(C)c2Cl)S(=O)(=O)c2ccc(OC)cc2)cc1	2%	-1	7%	20%	-1%	-3%	-6%	-8%	5%
O=C(c1cnn2c(C(F)(F)F)cc(-c3cccs3)nc12)N1CCCC1	-14%	-4	-9%	6%	-14%	3%	-5%	-9%	-6%
CCn1cc(/C=N/NC(=O)c2ccc3c(c2)OCO3)cn1	3%	1	-11%	4%	-9%[57.1 µM]	0%[57.1 µM]	0%	-20%	?
O=C(CCS(=O)(=O)c1ccccc1)Nc1ccccc1N1CCOCC1	4%	-3	-1%	9%	9%[57.1 µM]	7%[57.1 µM]	1%	-16%	2%
COc1cccc(CN2C(=O)c3ccccc3C2C(=O)NCCc2ccccc2)c1 (stereo not given)	-4%	-2	5%	-7%	18%	-1%	-4%	-10%	0%
O=C(O)c1cccc(-n2sc3ccccc3c2=O)c1	-3%	-23	-133%	-13%	160%[activator][57.1 µM]	-11%[57.1 µM]	-2%	-25%	-17%
O=C(NCC1CCN(Cc2ccc(F)cc2)CC1)c1cc2ccc3cccnc3c2[nH]1	8%	-4	-5%	-15%	-4%	-5%	-5%	-10%	-2%
Cc1ccc(-c2ccc(SCC(=O)NCC3CCCO3)nn2)cc1 (stereo not given)	-1%	-3	11%	1%	19%[57.1 µM]	-5%	1%	-4%	-4%
Cc1ccc(C(=O)NCc2ccc3c(c2)OCO3)cc1N1CCCC1=O	1%	-1	-4%	3%	-1%[57.1 µM]	6%[57.1 µM]	-4%	-9%	-1%
CCC(=O)N1CCc2cc(S(=O)(=O)CCC(=O)NCc3ccccc3Cl)ccc21	-13%	-7	25%	-1%	18%	-2%	-1%	-31%	-1%
COc1ccc(CCN(C)C(=O)CNC(=O)Cc2cccc3ccccc23)cc1OC	1%	-4	4%	4%	-6%	1%	-4%	-22%	2%
COc1ccc(/C=C2\SC(=O)N(CC(=O)NN3CCN(C)CC3)C2=O)cc1OC	1%	2	23%	20%	-3%	-6%	-3%	-5%	12%
Cc1cccc(C)c1NC(=O)COC(=O)C1C2CC3OC(=O)C1C3C2 (stereo not given)	0%	-5	-16%	-1%	15%[57.1 µM]	0%[57.1 µM]	0%	-17%	-5%
Cn1c(-c2ccccc2)cnc1NCc1ccccc1	-14%	-24	8%	5%	10%[2.29 µM]	-2%	2%	4%	-17%
COc1ccc2c(c1OC)C(=O)OC2Nc1ccccn1 (stereo not given)	3%	-3	3%	1%	8%[2.29 µM]	9%	-4%	-14%	.
Cc1nnc(Sc2c(N)n(C)c(=O)[nH]c2=O)s1	-4%	-3	-26%	5%	8%	6%	-3%	-6%	-16%
(continued)
SMILES	Vif-A3G inh	LDHA inh	RGS4 inhibitor	IDH1 R132H inh	rTrxR1 inhibitor	TrxR1 substrate	Glioma ERSR ind	USP1 inh	Vif-APOBEC3F blk
O=C(NCc1cccnc1)C(=O)Nc1ccc([N+](=O)[O-])cc1	3%	-1	-4%	-5%	5%	-1%	0%	-13%	11%
COc1ccc(N2CC(NC(=O)c3ccc4c(c3)OCO4)CC2=O)cc1 (stereo not given)	4%	1	-34%	5%	29%[57.1 µM]	16%[57.1 µM]	4%	-21%	-11%
CC1(C)CC(NC(=O)c2ccc(Cl)cc2Cl)CC(C)(C)N1	-1%	-4	9%	-12%	-16%	-11%	-3%	-22%	8%
Cc1cc(C)cc(NC(=O)CN2C(=O)c3ccccc3Sc3ccc(C(=O)N4CCCC4)cc32)c1	-3%	-2	-33%	13%	30%[57.1 µM]	3%[57.1 µM]	-1%	-17%	-1%
COc1ccccc1CNC(=O)COC(=O)Cc1ccc(Br)cc1	-2%	-9	30%	2%	15%[57.1 µM]	12%[57.1 µM]	-2%	-5%	-1%
CC12CCC(C(=O)O)(c3nc(C#N)c(C#N)nc31)C2(C)C (stereo not given)	1%	-1	-10%	1%	6%	-1%	-3%	-11%	-7%
O=C(Cc1cccs1)Nc1cccnc1	0%	-3	-13%	4%	22%	8%	-7%	-11%	2%
COc1ccccc1C(=O)COC(=O)c1cnc(C)cn1	-1%	-4	37%	3%	-6%	-6%	-2%	4%	-5%
CCn1c(=O)c(C(=O)NCc2ccc(OC)cc2)c(O)c2ccccc21	2%	-1	6%	9%	25%[57.1 µM]	19%[57.1 µM]	0%	-14%	-1%
COc1cc([N+](=O)[O-])ccc1NC(=O)NCc1ccco1	0%	-3	-7%	20%	5%[57.1 µM]	9%[57.1 µM]	5%	-18%	14%
Cc1ccccc1NC(=O)C1CC(=O)OC12CCOC(C)(C)C2 (stereo not given)	-2%	-15	15%	19%	23%[57.1 µM]	5%[57.1 µM]	-1%	-12%	-1%
Cn1cnnc1SCC(=O)NNC(=O)c1ccc([N+](=O)[O-])cc1	2%	3	-14%	-3%	13%	4%	4%	-6%	2%
CC(=O)C1=NN(c2ccccc2)C(c2ccc3c(c2)OCO3)N1c1ccc(N2CCOCC2)cc1 (stereo not given)	2%	-3	-15%	-1%	-2%	-12%	-1%	-11%	-2%
CCOC(=O)c1c(C)[nH]c(C)c1S(=O)(=O)N1CCC(C(=O)NCc2ccc(F)cc2)CC1	0%	-8	5%	0%	4%[57.1 µM]	-1%[57.1 µM]	-2%	0%	3%
O=C(NCCCc1ccccc1)c1ccc(F)cc1	0%	-2	-28%	2%	7%[57.1 µM]	-4%[57.1 µM]	5%	-20%	4%
CCc1ccc(/C=C2\SC(=S)N(CCCC(=O)N(CCO)c3ccccc3)C2=O)cc1	-14%	1	.	1%	.	.	-11%	-5%	0%
O=C(c1ccccc1F)N1N=C(C(F)(F)F)CC1(O)c1ccccc1 (stereo not given)	-7%	-18	.	-6%	.	.	0%	-9%	-10%
Cc1cc(C)c(S(=O)(=O)N2CC=C(c3ccccc3)CC2)c(C)c1	-4%	-9	29%	1%	11%	3%	-3%	-20%	-14%
COc1cc(Br)cc(-c2nc3c(c(=O)[nH]c(=O)n3Cc3ccccc3)n2C)c1O	-4%	-1	-23%	-18%	-5%	-1%	2%	-24%	-4%
CN(CCc1ccccn1)C(=O)c1cc(COc2ccc(F)cc2F)on1	2%	-5	4%	11%	0%	-3%	-3%	-16%	2%
O=C(NNC(=O)c1cccc(O)c1)Nc1ccc([N+](=O)[O-])cc1	6%	-2	-14%	-6%	-32%	-23%	-3%	-13%	-15%
C[C@H](CO)N1C[C@H](C)[C@@H](CN(C)Cc2cccc3c2OCCCO3)OCc2cnnn2CCCC1=O	0%	3	.	5%	.	.	-4%	-2%	-18%
Cc1nn(CC(=O)N2CCc3ccccc3C2)c(C)c1[N+](=O)[O-]	-4%	-8	-13%	6%	-14%	-3%	-2%	-21%	2%
COc1cccc(CC2(CO)CCCN(Cc3cn[nH]c3-c3cc(C)ccc3C)C2)c1 (stereo not given)	0%	-2	4%	-4%	6%	-1%	8%	-24%	-4%
Cc1cc(-c2ccccc2)nc2c(Br)c(=O)[nH]n12	3%	-3	-17%	10%	-7%	-3%	-3%	-25%	1%
